High-throughput results from PubChem BioAssay.
HTR5A ag ctr: counter-screen for OPRM1-OPRD1 agonists: human HTR5A agonism. P47898. HTR5A agonist assay, luminescence, cell-based. activation, % at 9.3 µM. hit rate 0.61% among 340,000. AID 504692; in the data active = activation mostly above about 9.5%, no sharp cut-off; inactive = mostly below about 7.6%;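 also: 0% = cells with vehicle only and 100% = reference agonist; strong numbers were not always called active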
Target sequence (P47898 whole entry, looked up): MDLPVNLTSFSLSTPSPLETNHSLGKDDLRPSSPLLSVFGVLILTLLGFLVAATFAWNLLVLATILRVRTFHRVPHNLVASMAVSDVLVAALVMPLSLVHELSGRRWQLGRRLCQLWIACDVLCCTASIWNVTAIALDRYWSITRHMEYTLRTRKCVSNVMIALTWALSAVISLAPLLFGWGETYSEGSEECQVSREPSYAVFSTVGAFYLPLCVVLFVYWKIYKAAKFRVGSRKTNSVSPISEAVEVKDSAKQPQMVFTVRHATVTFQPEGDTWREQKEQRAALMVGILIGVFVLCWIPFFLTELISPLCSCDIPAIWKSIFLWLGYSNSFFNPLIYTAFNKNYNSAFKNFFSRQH
CDK5 p35 inh: blocks human CDK5/p35 kinase activity; Q00535+Q15078; Recombinant CDK5/p35, ADP-Glo luminescence, 60 min; inhibition, % at 10 µM; hit rate 0.01% among 330,000; AID 488839;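 active = highest replicate inhibition of at least 50% and at least 75% of replicates reaching 50%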;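 also: plate controls were DMSO neutral control for no effect and GW8510 at 10 µM for full effect; many of its hits are not listed in these tables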
dFosB act: mouse delta FosB homodimer activation | P13346 | purified delta FosB, TAMRA-CDK5 oligo fluorescence polarization; percent of positive-control signal above neutral wells | activation, % at 25 µM | hit rate 0.99% among 340,000;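 active = mean activation above about 17%, with every replicate also reaching it, limit read from the data, passing the limit was not always enough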;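 also: fluorescence polarization rise as delta FosB binds a TAMRA Cdk5 AP-1 oligo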
Wnt act: activates Wnt/beta-catenin signaling in a reporter cell assay | activator, plate reader | activation, % at 9.35 µM | hit rate 1.2% among 300,000; in the data active = activation above about 30%, passing the limit was not always enough;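 also: 0% = neutral control wells and 100% = positive control wells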
NSD2 HMT inh: inhibitors of human histone methyltransferase NSD2; O96028; NSD2 peptide methylation, AlphaScreen, 120 min; inhibition, % at 12.5 µM; hit rate 0.54% among 310,000; AID 743445; in the data active = inhibition above about 50%
HTR5A inv ag: counter-screen for OPRM1-OPRD1 inverse agonists: human HTR5A inverse agonism; P47898; HTR5A cell line, luminescence; inhibition, % at 9.3 µM; hit rate 0.083% among 340,000; AID 504634; in the data active = inhibition mostly above about 23%, no sharp cut-off; inactive = mostly below about 18%;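 also: 0% = cells with DMSO and 100% = no-cell wells with DMSO; some compounds called inactive have numbers as strong as hits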
PvdQ inh: blocks Pseudomonas aeruginosa PvdQ acylase activity; purified PvdQ acylase, fluorescence plate reader; inhibition, % at 10 µM; hit rate 0.063% among 340,000; AID 488965; in the data active = inhibition above about 30%, passing the limit was not always enough;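 also: 0% = vehicle neutral wells and 100% = reference inhibitor wells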
SR-BI HDL uptake: mouse SR-BI HDL lipid transfer inhibition | Q61009 | hit rate 0.96% among 320,000 | inhibition, % at 12.5 µM | AID 488896 | ldlA[mSR-BI] CHO cells, DiI-HDL uptake fluorescence, 3 h;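 active = mean replicate inhibition of at least 70% and a set share of replicates each scoring 70 or more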;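 also: 0% = median of neutral control wells and 100% = median of positive control wells; values of inactives mirror those of a sister screen read the other way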
Target sequence (Q61009 whole entry, looked up): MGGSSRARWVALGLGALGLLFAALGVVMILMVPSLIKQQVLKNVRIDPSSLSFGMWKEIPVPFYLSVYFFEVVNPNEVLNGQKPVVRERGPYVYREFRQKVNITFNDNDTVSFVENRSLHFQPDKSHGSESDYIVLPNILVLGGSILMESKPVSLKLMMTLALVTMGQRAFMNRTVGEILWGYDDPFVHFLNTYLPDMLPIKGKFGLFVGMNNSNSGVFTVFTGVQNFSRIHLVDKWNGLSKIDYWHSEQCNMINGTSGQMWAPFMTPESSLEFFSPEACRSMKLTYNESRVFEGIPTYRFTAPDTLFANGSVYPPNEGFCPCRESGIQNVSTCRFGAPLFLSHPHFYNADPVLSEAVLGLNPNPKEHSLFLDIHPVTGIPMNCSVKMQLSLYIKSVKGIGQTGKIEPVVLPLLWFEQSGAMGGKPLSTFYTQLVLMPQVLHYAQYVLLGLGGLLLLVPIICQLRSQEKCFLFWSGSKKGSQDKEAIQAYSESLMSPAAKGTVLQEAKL
MITF TRPM1 HTS: increases MITF-driven TRPM1 promoter luciferase signal; hit rate 0.75% among 300,000; activation, % at 12.5 µM; SK-MEL-5 TRPM1-promoter luciferase, 24 h; % of positive control, neutral wells = 0;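 active = mean activation of at least 80% with every replicate also reaching 80%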;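 also: 0% = neutral control wells and 100% = parthenolide positive control wells; values of inactives mirror those of a sister screen read the other way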
V-ATPase pH: yeast V-ATPase proton transport regulation by pHLuorin; S. cerevisiae, pHLuorin cytosolic pH fluorescence; hit rate 0.37% among 350,000; response, % at 10 µM; in the data active = response mostly above about 7.3%, no sharp cut-off; inactive = mostly below about 5.4%; also: actives read high; inactives centre near 0; some compounds called inactive have numbers as strong as hits; reference of the scale not given here
* = called active by the depositor; x = no result given.

SMILES	HTR5A ag ctr	CDK5 p35 inh	dFosB act	Wnt act	NSD2 HMT inh	HTR5A inv ag	PvdQ inh	SR-BI HDL uptake	MITF TRPM1 HTS	V-ATPase pH
COc1ccc(C2C(C#N)=C(N)Oc3n[nH]c(C)c32)cc1Cn1cc([N+](=O)[O-])cn1 (centres undefined)	-3	0.8	-10	10	4	20	0	27	-5	2
COc1c(S(=O)(=O)Nc2cccnc2)ccc(Cl)c1Cl	-2	-0.9	9	0	2	-21	-6	-37	-5	-3
CCc1c(C)nc2ncnn2c1Nc1ccc(C)cc1	3	-0.7	0	4	55*	-11	-14	-3	x	2
CC(=O)c1cccc(S(=O)(=O)N2CCCC(c3nc4c(nnn4Cc4cccc(Cl)c4)c(=O)[nH]3)C2)c1 (centres undefined)	2	-1.0	-11	-5	2	-8	0	x	-11	3
COc1ccc(C(O)P(=O)(OCC(C)C)OCC(C)C)c(OC)c1 (centres undefined)	-2	-2.1	-3	0	x	4	-4	-5	-6	0
COc1ccccc1N1CCN(C(=O)CSc2nnc3c4ccccc4n(CC(=O)O)c3n2)CC1	5	0.7	1	-1	-1	-22	-14	-18	5	-1
C/C(=N\O)C1CC(CC(=O)O)C1(C)C (centres undefined)	-3	1.8	-3	-1	-3	11	-19	-12	4	2
O=C(NCCCN1CCOCC1)c1ccccc1NS(=O)(=O)c1ccc(F)cc1	-4	-2.8	0	0	-1	11	-11	-3	-10	2
COc1ccccc1NS(=O)(=O)c1cccc(NC(=O)NC2CCCCC2)c1	10	1.3	-5	-6	-2	26	-17	4	-12	-2
O=C(CN1C(=O)NC2(CCCC2)C1=O)Nc1cccc(Cl)c1	-3	-7.1	-1	0	1	-14	-4	-2	-4	-2
FC(F)(F)c1cccc(-c2ccc(/C=N/Nc3nncc(-c4ccccc4)n3)o2)c1	2	-0.2	-10	-1	-2	19	-1	-4	12	4
CCOc1ccc(-c2nc(CSCC(=O)NCc3ccco3)c(C)o2)cc1	1	-1.5	-6	x	2	-12	-15	12	-17	x
C=C1CN(CC(=O)OC)S(=O)(=O)c2ccccc21	4	0.3	-7	1	x	-45	2	-8	28	-2
COC(=O)CCCC[C@@H]1SC[C@@H](NC(=O)OC)[C@@H]1NC(=O)OC	9	1.3	5	11	28	-21	-7	-33	x	3
N#Cc1nc(Cc2cccc3ccccc23)oc1N1CCC(C(N)=O)CC1	1	-0.8	-1	x	3	-26	-12	2	-2	-3
CCOc1ccc(C(=O)NCC(=O)NCCCn2nc(C)cc2C)cc1OCC	1	0.1	-18	-1	-1	-1	-6	27	4	3
Cc1cc2nc[nH]c2cc1[N+](=O)[O-]	-1	-1.2	-2	-4	-1	4	-13	4	15	1
CCCCOC(=O)c1ccc(NC(=O)CSC2=Nc3ccccc3C3CC=NN23)cc1 (centres undefined)	1	-0.1	-9	0	0	-2	-7	24	2	3
O=C(Nc1cccnc1)c1cccc(S(=O)(=O)N2CCOCC2)c1	-2	-0.5	-5	-1	0	-41	6	-20	-4	0
COc1ccc(Cl)cc1NC(=O)CNCC(c1ccccc1)N(C)C (centres undefined)	5	0.2	4	0	3	-13	4	-18	-15	0
C#CCOCCOCCOCCNc1nc(N2CCN(C(=O)[C@H]([C@@H](C)CC)n3cc([C@@H](N)Cc4ccc(O)cc4)nn3)CC2)nc(N2CCN(C(=O)[C@H](Cc3cc4ccccc4[nH]3)n3cc([C@@H](N)CC(C)C)nn3)CC2)n1	4	1.6	23*	x	x	-26	-4	-41	-6	2
c1ccc(NCCc2ccccn2)cc1	0	-1.0	-1	17	-2	1	-10	-9	49	4
COc1ccc(NC(=O)CCS(=O)(=O)c2ccc3c(c2)oc(=O)n3C)cc1	0	x	1	-1	-1	2	7	-34	-6	7
O=C(CSc1nn(-c2ccccc2)c(=S)s1)Nn1cnnc1	3	-0.9	-4	-3	-1	-27	1	-22	2	1
O=[N+]([O-])/C=C1\C=CC=CN1Cc1ccc(Cl)cc1	-3	1.6	-6	3	0	11	-9	-19	-2	2
Cc1cc(NC(=O)COC(=O)c2ccc(S(=O)(=O)C(F)F)cc2)n(-c2ccccc2)n1	1	-0.1	-6	0	-1	-3	-22	-10	15	0
CC(C)C(NS(=O)(=O)c1ccc2c(c1)C(C)(C)C(=O)N2C)C(=O)NCc1ccccc1Cl (centres undefined)	-8	-2.0	-3	-1	x	24	-8	33	x	1
CCOC(=O)c1c(NS(=O)(=O)c2ccc(Br)cc2)sc2c1CCC2	3	-1.1	-18	-5	4	-12	-3	-12	5	2
CC(=O)Nc1ccc2nc(C3CCCCC3)[nH]c2c1	-1	0.8	2	x	-1	3	-5	-5	x	0
COc1ccc(C(=O)Nc2c(N)nc(SCC(=O)NCC3CCCO3)[nH]c2=O)cc1OC (centres undefined)	0	-2.4	-5	0	-4	-1	-14	-13	5	1

Just HTR5A ag ctr and SR-BI HDL uptake, for some of the entries so far:
| Structure | HTR5A ag ctr | SR-BI HDL uptake |
| --- | --- | --- |
| CCCCOC(=O)c1ccc(NC(=O)CSC2=Nc3ccccc3C3CC=NN23)cc1 (centres undefined) | 1 | 24 |
| O=C(CN1C(=O)NC2(CCCC2)C1=O)Nc1cccc(Cl)c1 | -3 | -2 |
| N#Cc1nc(Cc2cccc3ccccc23)oc1N1CCC(C(N)=O)CC1 | 1 | 2 |
| COc1ccc(C2C(C#N)=C(N)Oc3n[nH]c(C)c32)cc1Cn1cc([N+](=O)[O-])cn1 (centres undefined) | -3 | 27 |

Next section:
SMILES	HTR5A ag ctr	CDK5 p35 inh	dFosB act	Wnt act	NSD2 HMT inh	HTR5A inv ag	PvdQ inh	SR-BI HDL uptake	MITF TRPM1 HTS	V-ATPase pH
CCC(COC(=O)Nc1cccc(C)c1)NC(=O)OCC(C)C (centres undefined)	0	1.9	-6	x	1	8	-12	14	7	0
CCc1nnc(NC(=O)c2cc3c(s2)CCCCC3)s1	2	0.3	1	x	1	0	-5	-8	15	-2
Cc1nc(CN(C)C(=O)CC2C(=O)NCCN2Cc2ccc(F)cc2)cs1 (centres undefined)	1	0.2	-4	-1	3	0	5	-10	9	0
C=C[C@H](CC(C)C)N(Cc1ccccc1)S(=O)(=O)N(Cc1ccc(OC)cc1)[C@H](C=C)CC(C)C	4	0.0	-4	-19	x	-9	-7	-8	4	0
O=C(c1ccc(CS(=O)Cc2ccccc2Cl)o1)N1CCN(C2CCCCC2)CC1 (centres undefined)	0	-1.8	-18	-1	3	24	3	-4	7	-3
Cc1ccccc1C[n+]1cccc2ccccc21	13	-0.8	-3	-6	x	-38	-19	-30	-17	-2
Cc1nn(Cc2ccccc2)c(C)c1NC(=O)c1cc(-c2cccs2)on1	-4	0.4	-8	-3	-2	27	10	27	-8	2
CCOc1ccc(S(=O)(=O)Nc2ccc(C(=O)NNC(=O)c3ccncc3)cc2)cc1	-6	1.0	-2	1	2	16	-6	-14	0	2
CCCCn1c(Cc2ccccc2)nnc1SCC(=O)N1CCOCC1	3	1.1	0	-5	x	-20	-12	1	x	3
O=S(=O)(NCc1nc2ccccc2[nH]1)c1ccccc1	3	1.3	3	1	-3	-7	-6	-21	9	6
CC(Oc1ccccc1F)c1ccnc2nc(/N=C/N(C)C)nn12 (centres undefined)	0	-0.3	0	-3	-1	-1	-8	-7	2	-2
Cc1ccc(S(=O)(=O)N(C)CC(=O)NNC(=O)CCC(=O)c2ccc(F)cc2)cc1	0	1.2	-7	-4	0	2	-10	-2	8	1
O=S(=O)(c1ccccc1)N(F)S(=O)(=O)c1ccccc1	-6	-0.3	0	1	0	16	1	7	0	-10
CCOc1ccccc1N(CC)C(=O)Cn1ncc2c(=O)oc3ccccc3c21	1	-1.4	-16	7	x	-31	-14	-27	x	0
O=C(CSc1nnc(-c2ccncc2)o1)NC1C2CC3CC(C2)CC1C3 (centres undefined)	3	-0.1	-4	x	-5	-9	-16	7	-13	0
CC(C)=CCC/C(C)=C/CNC(=O)C[C@H]1C[C@H](C(=O)N2CCCCC2)[C@@]2(C)c3[nH]c4cc(CCC(=O)N(C)C)ccc4c3CCN2C1=O	-1	-4.6	-20	x	x	3	-4	6	-33	-4
CCOC(=O)c1cccc(NC(=O)c2ccc3c(c2)OCO3)c1	-4	1.3	-14	21	-2	9	-19	19	43	0
CCOc1ccccc1N1CCN(C(=O)c2csc(C)c2CC)CC1	2	2.5	7	-1	1	-5	-19	2	-3	4
CC1Cc2cc(/C(O)=C3/C(=O)C(=O)N(CCN4CCOCC4)C3c3ccc(C(C)C)cc3)ccc2O1 (centres undefined)	x	0.7	-1	0	-1	x	0	-7	x	0
CC(C)CCNC(=O)c1cccc(C(=O)NCCC(C)C)c1	-2	-0.7	-7	0	0	-22	-21	22	-1	2
CCC(C(=O)OCC(=O)c1c(N)n(CC(C)C)c(=O)n(C)c1=O)c1ccccc1 (centres undefined)	2	-0.1	-3	-2	1	-6	-15	11	-12	6
O=S(=O)(NCc1ccccn1)c1cccc2nsnc12	0	-0.9	-1	-1	1	0	-7	x	-2	-3
COc1ccc(/C=N/NC(=S)Nc2ccccc2)cc1COc1ccc(F)cc1	3	-0.8	2	-6	-2	-6	3	-24	1	2
CCc1cc(=O)[nH]c(SCCc2ccccc2)n1	0	-0.6	-9	x	-1	-2	-9	-8	-21	1
O=C(Nc1cccc(-c2cccc(Cl)c2)c1)C1CCN(Cc2ccccn2)CC1	0	-2.2	-1	-4	5	6	-11	16	6	0
O=C(O)CC1Sc2ccccc2NC1=O (centres undefined)	-3	-6.0	-4	x	-4	-6	-22	-9	1	1
O=C1C2Sc3[nH]c(=O)sc3C(c3ccccc3)C2C(=O)N1c1ccc(Cl)cc1 (centres undefined)	1	-1.6	-1	x	0	-2	4	-32	-2	5
COC(=O)[C@]1(Cc2ccccc2)N[C@H](CN(C)C(=O)COc2ccccc2)[C@@H]2C(=O)N(C)C(=O)[C@@H]21	0	-0.4	-7	0	x	1	-17	5	5	0
Cc1cc(OC(C)C(=O)NCc2ccncc2)c2c(C)cc(=O)oc2c1 (centres undefined)	-2	0.2	-8	-1	-8	-15	-18	7	0	-2
CC(C)c1ccc(NC(=O)C2C3C=CC4(O3)C2C(=O)N(CCCN2CCCCC2)C4C(=O)NC2CCCCC2)cc1 (centres undefined)	3	-0.6	-10	0	44	-8	-12	x	8	0
CC(=O)Nc1ccc(C(=O)CSc2nnc(Cn3nnc4ccccc43)n2C)cc1	0	1.1	3	0	-3	5	-1	34	1	3
Cc1ccc(NC(=O)COC(=O)CCc2c[nH]c(=O)[nH]2)cc1	0	-0.6	-14	0	1	1	8	-23	x	1
CSc1nnc(NC(=O)c2nc(S(=O)(=O)Cc3ccc(C)cc3)ncc2Cl)s1	1	1.9	-11	1	x	-4	-9	3	-59	-2
CCC(=O)Nc1ccc(N2CCN(Cc3ccccc3)CC2)cc1	2	1.2	1	-5	0	-21	-7	-14	0	-1
CC(C)(C)c1ccc2oc(=O)cc(-c3cccc(-c4ccc(C(F)(F)F)cc4)c3)c2c1	-2	-1.3	-6	-2	x	8	-4	-3	9	1
Nc1ncnc(Oc2ccccc2F)c1[N+](=O)[O-]	2	0.0	-4	-5	1	-4	-6	-2	0	0
Cc1cccn2cc(CNc3ccccc3)nc12	0	0.9	-5	-4	0	1	-14	-30	40	-1
CCOc1ccccc1NC(=O)COC(=O)CN(C)S(=O)(=O)c1ccc(C)cc1	2	0.0	-12	x	-3	-5	-22	-7	-2	1
